# Screening results from PubChem.
# Arrestin-AP2 inh: blocks beta-arrestin peptide binding to AP2 adaptin; FITC-arrestin peptide / GST-AP2 beads, flow cytometry; AP2 beta2 appendage carries R879A mutation; inhibition, % at 10 µM; 340,000 compounds, 0.31% hits; AID 504490;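 active = inhibition above a set limit, near 3 SD of compounds lacking own fluorescence, cut at about 54% in these data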;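 also: plate controls were DMSO wells for no effect and 5 µM unlabelled arrestin peptide for full effect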
#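 Material – AP2 appendage R879A on GSH beads · Buffer or medium – PBS with 0.05% Tween 20 and 0.1% BSA · Probe or stimulus – fluorescein-tagged arrestin peptide at 50 nM final · Incubation – compound with beads 12 min RT, then probe 1 h RT · Detection – high-throughput flow cytometry of beads, ex 488, em 535 nm · Evaluation – percent response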
# Wnt bcat act: activates Wnt/beta-catenin signaling in a reporter cell assay; activation, % at 9.35 µM; 300,000 compounds, 1.2% hits; activator, plate reader; in the data active = activation above about 30%, passing the limit was not always enough;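 also: 0% = neutral control wells and 100% = positive control wells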
# LANA DNA inh: inhibitors of KSHV LANA C-terminal domain DNA binding; MBP-C-LANA/FAM-LBS DNA binding, fluorescence polarization; inhibition, % at 9 µM; 340,000 compounds, 0.078% hits; AID 504423;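 active = highest replicate inhibition at or above 60% at 9 µM, even if other replicates fall short; inactive = all replicates below 60% inhibition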;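 also: 0% = neutral control wells and 100% = 4 µM acridine orange control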
# DSG3 Ab inh: blocks pemphigus antibody binding to human desmoglein-3 | DSG3-coupled beads, scFv-anti-DSG3-GFP binding, flow cytometry; active compounds read low | binding (percent of control), % at 10 µM | P32926 | 310,000 compounds, 0.48% hits;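 active = binding more than 3 SD below its plate's average and above zero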;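 also: hits lower antibody fragment binding to DSG3; some compounds called inactive have numbers as strong as hits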
# Keap1-Nrf2 PPI: inhibitors of human Keap1-Nrf2 protein-protein interaction; 340,000 compounds, 0.15% hits; Q14145; Keap1 Kelch-Nrf2 peptide fluorescence polarization, 1536-well; inhibition, % at 9.4 µM; in the data active = inhibition above about 12%;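 also: human Keap1 Kelch domain with fluorescein labeled Nrf2 9mer peptide probe; 0% = neutral control wells and 100% = peptide positive control; higher means more block of Keap1 binding to Nrf2 peptide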
# Target sequence (Q14145 whole entry, looked up, the tested form may be a part): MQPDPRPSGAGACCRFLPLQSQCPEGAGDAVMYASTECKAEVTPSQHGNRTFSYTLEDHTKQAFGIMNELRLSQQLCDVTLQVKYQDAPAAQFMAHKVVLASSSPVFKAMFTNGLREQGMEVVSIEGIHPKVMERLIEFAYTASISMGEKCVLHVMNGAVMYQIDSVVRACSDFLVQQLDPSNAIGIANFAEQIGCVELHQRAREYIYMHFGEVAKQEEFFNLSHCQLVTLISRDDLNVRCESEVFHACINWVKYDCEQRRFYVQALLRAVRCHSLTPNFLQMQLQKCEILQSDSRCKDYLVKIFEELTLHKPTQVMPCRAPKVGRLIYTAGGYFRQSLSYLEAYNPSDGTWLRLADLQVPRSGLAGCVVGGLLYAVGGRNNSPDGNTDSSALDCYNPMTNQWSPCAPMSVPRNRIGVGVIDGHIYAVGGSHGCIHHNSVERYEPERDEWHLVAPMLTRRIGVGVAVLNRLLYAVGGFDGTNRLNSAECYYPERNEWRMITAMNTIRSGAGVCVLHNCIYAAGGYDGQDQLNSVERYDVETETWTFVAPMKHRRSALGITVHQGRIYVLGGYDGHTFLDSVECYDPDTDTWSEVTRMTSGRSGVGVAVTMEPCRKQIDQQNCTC
# Cardiac RTF inh: cardiac RTF calcium desensitization; AID 493244; IANBD-labeled cardiac RTF, Ca2+ fluorescence; inhibition, % at 7.15 µM; P19429+P45379; 340,000 compounds, 0.12% hits;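 active = inhibition above the mean inhibition of all tested compounds plus 3 SD, cut at about 17% in these data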;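 also: assay run at fixed EC70 calcium of 1.6 mM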
# MOR-DOR inv ag: inverse agonists of human mu-delta opioid receptor heterodimerization; P35372+P41143; cell-based MOR-DOR heterodimer luminescence, inverse agonism; inhibition, % at 9.3 µM; 340,000 compounds, 0.21% hits; AID 504357; in the data active = inhibition above about 22%, passing the limit was not always enough;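 also: 0% = cells with DMSO and 100% = wells without cells with DMSO; values of inactives mirror those of a sister screen read the other way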
# MOR-DOR ag: OPRM1-OPRD1 heterodimerization agonism; P35372+P41143; cells, luminescence; activation, % at 9.3 µM; 340,000 compounds, 0.3% hits; in the data active = activation above about 18%;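 also: 0% = vehicle-treated cells and 100% = reference agonist; values of inactives mirror those of a sister screen read the other way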
# V-ATPase pH: yeast V-ATPase proton transport regulation by pHLuorin; S. cerevisiae, pHLuorin cytosolic pH fluorescence; response, % at 10 µM; 350,000 compounds, 0.37% hits; in the data active = response mostly above about 7.3%, no sharp cut-off; inactive = mostly below about 5.4%; also: actives read high; inactives centre near 0; some compounds called inactive have numbers as strong as hits; reference of the scale not given here
# cardiac RTF act: cardiac RTF calcium sensitization | P19429+P45379 | 340,000 compounds, 0.24% hits | AID 493008 | activation, % at 7.2 µM | IANBD-labeled TnC RTF fluorescence at EC20 calcium; 0% EC20 calcium, 100% full calcium;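 active = activation above the mean over all tested compounds plus 3 SD, cut at about 30% in these data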;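 also: rise in fluorescence read as greater calcium sensitivity of cardiac thin filaments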
# * = called active by the depositor; . = not tested or not shown.
SMILES,Arrestin-AP2 inh,Wnt bcat act,LANA DNA inh,DSG3 Ab inh,Keap1-Nrf2 PPI,Cardiac RTF inh,MOR-DOR inv ag,MOR-DOR ag,V-ATPase pH,cardiac RTF act
O=c1ccc2c(-c3ccccc3S(=O)(=O)O)c3ccc(O)c(O)c3oc-2c1O,15,-11,101*,.,-3,141*,20,-4.9,0,-78
COc1ccc(CCN2C(=O)CCC2(C)C(=O)NC2CCCC2)cc1OC (centres undefined),-4,1,-0.1,101,-3,1,20,-3.6,-1,1
CN(C)C(=C(C#N)C#N)N1CCN(c2ccc(Cl)cc2)CC1,-1,-9,-0.8,107,1,3,-3,0.5,-2,6
CCCn1c(=O)c(C(=O)NCc2ccccc2Cl)c(O)c2ccccc21,5,-1,-0.1,112,0,-9,10,-1.9,-2,2
O=C1CN(C(=O)COC(=O)CCS(=O)(=O)c2ccccc2Cl)c2ccccc2N1,-2,4,0.7,99,-4,-12,13,-3.4,0,1
COc1cccc(Nc2nc(N)c([N+](=O)[O-])c(NCc3ccco3)n2)c1,10,3,.,113,.,.,.,.,-3,.
CCOC(NC(=O)c1ccccc1)C(NC(=O)c1ccccc1)OCC (centres undefined),5,.,1.5,98,2,0,17,-3.4,6,1
Cc1cccn2c(=O)nc(SCC(=O)NCc3ccco3)nc12,-5,-2,0.5,99,-2,-10,16,-2.5,-1,1
CC1CC(C)CN(C(=O)C(C)N(C)CC(=O)Nc2ccc(F)cc2)C1 (centres undefined),-29,-6,1.7,101,-2,-7,9,-1.8,3,1
COc1ccc2oc(=N)c(C(=O)Nc3ccc(F)cc3)cc2c1,10,4,1.3,97,-6,-8,14,-2.8,1,-2
CCn1c(COc2cccc(OC)c2)nnc1SCC(=O)Nc1ccccc1C(=O)OC,1,-3,0.9,118,3,-6,-5,1.0,0,-2
CCN(CC)C(=O)c1ccc2nc(-c3ccccc3)c(-c3ccccc3)nc2c1,2,-1,0.9,.,2,-7,-3,0.5,-2,-5

# Three consecutive records out of the list so far, for reference:
SMILES,Arrestin-AP2 inh,Wnt bcat act,LANA DNA inh,DSG3 Ab inh,Keap1-Nrf2 PPI,Cardiac RTF inh,MOR-DOR inv ag,MOR-DOR ag,V-ATPase pH,cardiac RTF act
O=c1ccc2c(-c3ccccc3S(=O)(=O)O)c3ccc(O)c(O)c3oc-2c1O,15,-11,101*,.,-3,141*,20,-4.9,0,-78
COc1ccc(CCN2C(=O)CCC2(C)C(=O)NC2CCCC2)cc1OC (centres undefined),-4,1,-0.1,101,-3,1,20,-3.6,-1,1
CN(C)C(=C(C#N)C#N)N1CCN(c2ccc(Cl)cc2)CC1,-1,-9,-0.8,107,1,3,-3,0.5,-2,6

# Later entries.
SMILES,Arrestin-AP2 inh,Wnt bcat act,LANA DNA inh,DSG3 Ab inh,Keap1-Nrf2 PPI,Cardiac RTF inh,MOR-DOR inv ag,MOR-DOR ag,V-ATPase pH,cardiac RTF act
Cc1cccc(-n2ncc3c2CCCC3NC(=O)c2ccc[n+]([O-])c2)c1C (centres undefined),-3,-2,1.1,99,1,-14,8,-1.6,1,-7
CCN(CC)CCn1c2c(c(SCC(=O)Nc3ccc(F)c(F)c3)nc1=O)CCC2,-3,0,1.0,28,-3,-10,12,-2.2,11,4
CCN(CC)CCNC(=O)c1ccc(NC(=O)c2cccc(-n3cnnn3)c2)cc1,27,-3,1.1,115,-6,6,9,-1.7,0,-2
COc1ccc2c(c1)[C@@H]1[C@H](CO2)[C@H](c2ccccc2)[C@]2(C)C(=O)NCC(=O)N12,-4,-3,1.3,101,-1,-2,6,-1.0,-2,-5
C[C@H](CO)N1C[C@H](C)[C@H](CN(C)C(=O)Nc2cccc3ccccc23)Oc2c(NC(=O)c3ccc(-c4nccs4)cc3)cccc2C1=O,3,-1,1.8,104,1,-17,-1,0.2,-2,11
O=C(O)c1ccccc1Sc1ccccc1S(=O)(=O)NC1CCCCC1,41,1,0.6,92,0,.,.,.,-8,.
CC(=O)Oc1ccc(N2C(=O)C3C(C2=O)C(C(=O)c2ccc(Cl)cc2)N2CCCC32)cc1 (centres undefined),9,-2,9.4,.,-8,-39,-8,1.6,0,45*
Cn1ccnc1Sc1nc2ccccc2nc1NS(=O)(=O)c1ccccc1,-8,-3,4.9,104,2,-12,12,-2.1,-2,1
CN(C)c1ccc(/C=N\NC(=O)c2cccc3cc[nH]c23)cc1,1,10,-0.1,.,-8,-4,10,-1.9,-3,1
COc1ccc(CN2CCCC(N3CCN(c4cccc(Cl)c4)CC3)C2)cc1OC (centres undefined),-3,10,2.1,109,-4,-8,2,-0.4,1,-2
CCOC(=O)c1ccc(NC(=O)c2nc[nH]c2C(=O)N[C@@H](CCCCNC(=O)OC(C)(C)C)C(=O)OC(C)(C)C)cc1,-1,-17,1.1,102,-2,-9,0,-0.1,-10,-5
Cc1cccc(/C=N/NC(=O)c2ccc(NC(=O)c3ccccc3C)cc2)n1,-7,4,-0.8,98,7,6,7,-1.3,-7,-9
Cc1ccc(NC(=O)c2sc(C)nc2C)c(C)c1,9,5,-0.2,96,1,-5,3,-0.5,2,-3
CCOC(=O)C1=C(COC(=O)c2ccccc2OC)NC(=O)NC1C (centres undefined),17,6,1.0,107,-3,-7,20,-4.1,-4,5
O=C1CC(c2ccccc2)CC(O)=C1C=NCCN1CCN(C(=S)Nc2cccc(Cl)c2)CC1 (centres undefined),-11,.,2.4,.,-3,-9,11,-2.4,1,5
CCCCCCCCCCn1cc(C(C)=O)c(=O)[nH]c1=O,15,-1,-1.9,.,2,7,13,-2.2,0,-7
CC(=O)Nc1ccc(S(=O)(=O)Nc2nc3ccccc3nc2Nc2ccc3ccccc3c2)cc1,10,-1,2.7,130,3,6,-2,0.5,1,-21
CCOc1ccc(CN(C)CC(=O)Nc2ccc3c(c2)CCC3)cc1OC,-8,-2,0.4,102,-2,-3,7,-1.4,1,-1
Cc1ccc(NC(=O)C(C)C(=O)Nc2ccc(C)cc2)cc1,8,1,0.0,90,-4,.,.,.,-1,.
CCOC(=O)N1C2C=C(C)[C@@H]2[C@@H]2CC(=O)N21 (some centres undefined),20,-1,-0.7,110,-3,2,20,-3.7,0,-1
COc1ccc(OCCSc2nnc(C(C)NC(=O)c3ccccc3F)n2C)cc1 (centres undefined),-11,0,1.2,115,-1,-1,13,-2.8,5,4
N/C(=N\OC(=O)CCCN1C(=O)c2ccccc2C1=O)c1ccccn1,33,-1,0.6,107,1,-1,10,-1.8,1,5
COC(=O)CCCCC(=O)OC,10,-1,1.4,104,-6,-1,11,-2.0,-2,-4
CC(NC(=O)Cc1ccccc1)c1ccccc1 (centres undefined),21,0,-0.2,104,1,1,6,-1.4,-5,0
CC(C(=O)NCC1CCCCC1)N(C)Cc1ccc(Br)cc1 (centres undefined),-15,-1,-0.4,110,-1,-13,-8,1.6,1,4
Cc1ccc(CSc2nc3[nH]ncc3c(=O)[nH]2)cc1,9,.,-1.7,115,-1,-9,15,-3.3,-2,5
CCOc1ccccc1NCc1cc(=O)oc2cc(C)c(O)cc12,15,0,-0.7,86*,-6,-8,-30,6.7,-3,4
Cc1c(Cl)c([N+](=O)[O-])nn1CC(=O)NCc1cccnc1,-6,-3,0.2,101,-4,-2,3,-0.5,2,5
COc1ccc(-c2nc(CSCC(=O)N3CCC(C(N)=O)CC3)c(C)o2)cc1OC,-4,0,-0.7,96,-4,-6,3,-0.5,1,-1
CCc1ccc(CNC(=O)CCS(=O)(=O)Cc2ccccc2F)cc1,-5,0,-0.6,89,2,-6,4,-0.7,8,5
c1ccc2c(c1)OC(CCCN1CCCCC1)c1ccccc1S2 (centres undefined),12,-6,-2.1,.,-3,-10,2,-0.4,-2,-5
CC(C)S(=O)(=O)c1cnc(-c2cccnc2)nc1N,7,28,1.0,114,-6,0,17,-3.2,3,12
CCCCNC(=O)Cn1c(=O)oc2cc(S(=O)(=O)N3CC(C)CC(C)C3)ccc21 (centres undefined),33,-4,-6.5,103,2,-12,-6,1.1,1,-4
CCOc1ccc(C(C)=O)cc1CSc1nnc(-c2ccncc2)n1CCOC,-18,-1,-0.8,102,0,-6,-1,0.2,0,8
Cc1ccc(C(C)C)c(OCC(=O)NNC(=O)Cn2[nH]c(=O)c3ccccc3c2=O)c1,1,0,0.2,100,-2,1,14,-3.7,4,-2
O=C(c1cnc2ccc3ccccc3c2c1)c1cc(F)ccc1O,6,-6,2.9,99,-8,-4,-15,2.8,1,-1
O=C(Cn1c(O)c(/C=C2\C=Nc3ccc(Br)cc32)sc1=O)N1CCCC1,21,0,-1.7,.,-1,0,7,-1.1,-2,-1
Cc1c(NC(=O)Cn2nc(C(=O)O)c3ccccc3c2=O)c(=O)n(-c2ccccc2)n1C,1,0,0.0,111,-3,-6,14,-2.5,-2,-7
CC(C)c1ccccc1NC(=O)C1CC(=O)N(C2CCCC2)C1 (centres undefined),4,-3,-0.9,113,0,1,13,-2.4,-1,-3
CCc1n(CC(O)COCC2CC=CCC2)c2ccccc2[n+]1C (centres undefined),1,-1,2.0,97,-9,-6,9,-1.9,0,-2
CC(C)Cc1nnc(NS(=O)(=O)c2ccc(Cl)cc2)s1,2,-2,-0.3,92,-8,-8,10,-1.7,1,6
Cc1cc(=O)oc(C)c1C(=O)NCc1c(F)cc(F)cc1F,-2,.,-0.6,105,-5,-8,6,-1.0,0,1
CC(C)N=C1NN=C(c2ccc(F)cc2)CS1,-3,9,-1.6,107,-6,-1,-10,1.9,2,6
COCC(=O)N(Cc1nc2sc(C)c(C)c2c(=O)[nH]1)C1CCCCC1,28,-3,1.4,98,0,6,12,-2.4,1,1
CC(C(=O)NCCN1C(=O)S/C(=C\c2cccs2)C1=O)N1C(=O)c2ccccc2C1=O (centres undefined),0,-3,-1.6,88,-5,-4,-5,0.7,-2,0
CCc1ccc(C(=O)/C=C2\Sc3ccccc3NC2=O)cc1,7,0,1.3,116,1,3,17,-3.2,0,1
CC(NC(=O)c1cc2ccccc2o1)c1ccccc1 (centres undefined),-32,-1,1.9,105,3,-6,15,-3.3,1,0
CCn1cc(/C=C/C(=O)Nc2ccc(C)cc2Br)cn1,32,26,-0.9,91,0,-7,1,-0.2,-2,2
Cc1cc(C)cc(C(=O)NCCC(=O)NCc2cc(=O)n(C)c(=O)n2C)c1,-6,-1,0.1,102,1,-10,6,-1.1,0,0
CCCN(CCC)C(=O)C1CC(=O)OC12CCCCC2 (centres undefined),36,-1,-0.2,.,2,.,.,.,0,.
Cc1cc(C)nc(NS(=O)(=O)c2ccc(NC(=O)c3ccc4c(c3)OCO4)cc2)n1,2,0,1.5,99,-5,-13,7,-1.2,1,4
CCNc1nc(Oc2ccc(C(=O)OC)cc2)nc(N2CCOCC2)n1,1,-1,-0.5,109,-3,12,17,-3.2,-3,0
CCCC(=O)OC1CC(C)N(C(=O)c2ccccc2)c2ccc(C)cc21 (centres undefined),-8,-1,-1.0,108,-3,-4,-35,6.2,-2,4
CCOC(=O)Cn1c(=O)oc2cc(S(=O)(=O)Nc3ccc(N(CC)CC)cc3C)ccc21,8,2,-0.3,111,0,-2,-2,0.3,4,3
